Growth percent in the NCI-60 one-dose screen (48 h, 10 µM unless noted): 100 = growth as untreated, 0 = no growth, -100 = all killed.
OVCAR-5 – OVCAR-5 ovarian cancer | 2.9% of 82,000 active | AID 1794783
SK-OV-3 – SK-OV-3 ovarian cancer cells; 3.2% of 80,000 active
OVCAR-3 – OVCAR-3 ovarian cancer; 7% of 79,000 active; AID 1794787
OVCAR-4 – OVCAR-4 ovarian cancer cells; AID 1794784; 3.7% of 80,000 active
OVCAR-8 – OVCAR-8 ovarian cancer. 4.4% of 81,000 active. AID 1794782
IGROV1 – IGROV1 ovarian cancer; 4.7% of 79,000 active; AID 1794786
DU-145 – DU-145 prostate cancer; AID 1794760; 4.2% of 81,000 active
PC-3 – PC-3 prostate cancer cells. 3.9% of 80,000 active. AID 1794754
* hit, by the source's call; / = not tested or not shown; & = joins results of further samples; [ ] = remark or other dose. The calls were made as follows: active = growth percent below 10; inactive = the rest.

SMILES	OVCAR-5	SK-OV-3	OVCAR-3	OVCAR-4	OVCAR-8	IGROV1	DU-145	PC-3
O=C(Cn1c(=O)[nH]c2ccccc2c1=O)N1CCCCC1	99	102	116	115	100	103	102	91
CC1(/C=N/NC(N)=O)NC(=O)NC1=O (stereo unspecified)	96	87	119	109	100	108	112	85
Cc1ccnc(Nc2nc3c(s2)C2=CC[C@H]4[C@@H]5C[C@@H]6O[C@]7(CC[C@@H](C)CO7)C(C)[C@@H]6[C@@]5(C)CC[C@@H]4[C@@]2(C)CC3)c1 (stereo partly specified)	106	85	103	106	85	98	117	64
Cc1c(Cl)cccc1Nc1n[nH]c(=S)s1	91	118	113	95	99	104	114	98
Cc1ccc(NC(=O)c2cc(-c3nc4ccccc4s3)c(=O)n(NS(=O)(=O)c3ccc(Cl)cc3)c2N)cc1	110	108	103	103	103	100	107	100
CCN(CC)C(=O)CCN1C(=O)/C(=C/c2ccc(O)cc2)SC1=S	103	84	105	68	96	99	86	93
CC/C=C\C/C=C/C=C1/C(=O)C=C[C@@H]1C/C=C\CCCC(=O)O	126	105	112	101	98	120	106	84
Cc1ccc2oc(=O)cc(CSc3nc4ccccc4[nH]3)c2c1	98	109	100	91	106	98	95	107
COc1cccc2cc(C(=O)CSc3nnnn3-c3ccccc3)c(=O)oc12	107	108	110	123	94	101	114	93
COc1ccc(/C=C/C(=O)Nc2ccccc2C(=O)N2CCCC2)cc1OC	114	83	112	113	77	102	111	96
CC(=O)c1sc(/N=C2\NC(=O)/C(=C3/C(=O)N(C)c4ccc(Cl)cc43)S2)nc1C	105	117	96	94	118	94	101	96
COc1ccc(-c2cc(N)n(-c3nc4ccccc4[nH]3)n2)cc1	102	83	104	83	104	94	94	96
CC(=O)N1N=C(c2ccccc2)CC1c1[nH]c(C)c(C(=O)NCC(F)(F)F)c1C (stereo unspecified)	102	118	113	111	104	107	108	109
COc1cc(NC(=O)c2nc(-c3ccccc3)n(-c3cccc4ccccc34)n2)cc(OC)c1OC	94	85	70	66	92	69	99	57
O=C(CCCCN1CCOCC1)Nc1ccc(Cn2nnc3c2C(=O)c2nnn(Cc4ccc(NC(=O)CCCCN5CCOCC5)cc4)c2C3=O)cc1	-23*	-68*	-58*	-74*	-36*	-68*	-89*	0.4*
O=S(Nc1ccccc1)c1ccc(N2CCOCC2)cc1 (stereo unspecified)	/	109	109	97	92	104	88	84
Nc1nc(-c2cccc([N+](=O)[O-])c2)c(N=Nc2cccc([N+](=O)[O-])c2)s1	53	-78*	/	-15*	20	28	57	75
CC(C)c1c[nH]c(=O)[nH]c1=O	106	114	136	100	104	112	119	98
OC(CN1CCCC2CCCCC21)c1cc2ccccc2c2ccccc12 (stereo unspecified)	34	38	31	29	52	58	40	39
CC(=O)OC1CCC2(C)C(CCC3C4CCC(C(C)=O)C4(C)CC(=O)C32)C1 (stereo unspecified)	100	106	105	109	102	112	105	82
Cn1cc(-c2ccc3cc(-c4ccc(CC(=O)Nc5cc(C(C)(C)C)nn5C)cc4)cnc3c2)cn1	44	-5.3*	14	3.7*	3.0*	-1.2*	15	3.8*
S=c1[nH]cc2cnccn12	106	120	114	108	112	/	118	112
Cc1ccc(Nc2cc(C)nc(NCCCNc3ccnc4cc(Cl)ccc34)n2)cc1	1.6*	-48*	-80*	-26*	-61*	7.7*	-18*	-38*
O=c1oc2ccccc2cc1C1=Nn2c(nnc2-c2cccnc2)SC1	108	97	97	100	96	76	108	97
CSS(=O)(=O)c1ccc(C)cc1	83	97	94	111	101	102	104	95
O=C(COc1cc(Cl)c(Cl)cc1Cl)Nc1cccc(O)c1	93	107	113	100	100	/	112	/
FC(F)Oc1ccc(C(Nc2cccc(Cl)c2)c2nnnn2C2CCCCC2)cc1OCC1CC1 (stereo unspecified)	91	100	83	82	93	96	100	67
Cc1ccc(Cl)cc1NC(=O)OC(C)C (tested in a mixture with another compound)	102	107	124	108	115	113	122	95
CCOC(=O)c1c(-c2ccc(O)cc2)c(C#N)c2c(C#N)c(N)nn2c1N	89	76	66	81	71	52	83	69
OC(c1cc(-c2ccccc2)nc2ccc(Cl)cc12)C1CCCCN1 (stereo unspecified)	59	89	68	79	33	53	60	49
COC(=O)/C=C\SC(=S)C1CCCC1=N (stereo unspecified)	105	113	110	102	101	128	102	108
Cc1cc(=O)oc2c1ccc1oc(C#N)c(C)c12	92	107	99	93	99	106	102	90
COC(=O)c1ccc2c(c1)nc(-c1cc3ccccc3[nH]c1=O)n2-c1cc(C(C)(C)C)[nH]n1	97	105	95	87	54	45	84	53
CCOC(=O)CC1CSC(N/N=C/c2cc(OC)c(OC)c(OC)c2)=N1 (stereo unspecified)	104	107	107	103	97	104	104	92
CC(C)(C)C(=O)Nc1cc(NC(=O)C(C)(C)C)cc(C(=O)Nc2ccccc2)c1	103	107	107	102	105	108	102	95
Oc1ccc(Cl)cc1/C=N\NC(=S)N/N=C/c1cc(Cl)ccc1O	70	59	13	30	18	22	58	26
Fc1cc(F)c(-c2cnc3nonc3n2)cc1F	102	100	95	102	95	101	113	95
N#CC1=C(N)N2C(=S)N(c3ccccc3)C(=O)C2C1c1ccc(Cl)cc1 (stereo unspecified)	90	107	100	101	100	93	89	94
C/C=C/C/C=C/[C@H](C)C[C@H](O)[C@@H]1C[C@@H]2O[C@H]2/C=C/[C@@H]2OC(C)(C)O[C@H]2/C=C/C[C@H](C)CC(=O)O1	68	89	22	23	16	25	36	58
O/N=C(\CSc1nnc(-c2cc(-c3ccc(Cl)cc3)nc3ccccc23)n1-c1ccccc1)c1ccccc1	104	102	108	123	96	104	102	90
Nc1ccc(C(=O)O)c(O)c1	101	103	106	/	101	116	114	97
CCOC(=O)n1cc(-c2nonc2-c2cn(C(=O)OCC)c3ccc(OC)cc23)c2cc(Br)ccc21	74	90	91	87	91	86	96	72
O=C1Nc2ccccc2C(c2c[nH]c3ccccc23)N1 (stereo unspecified)	101	93	99	100	99	91	110	79
CC(=O)[C@H]1CC[C@]2(C)[C@@H]1CC[C@@H]1[C@@]3(C)C/C(=C/c4ccncc4)C(=O)C(C)(C)[C@@H]3CC[C@]12C	109	118	116	94	107	85	100	105
COc1cccc(-c2nc(Nc3ccc(C)c(S(N)(=O)=O)c3)c3ccccc3n2)c1	91	117	47	49	40	62	49	31
COc1ccc(CCC(N)c2ccc(OC)cc2)cc1 (stereo unspecified)	92	94	99	102	99	91	100	81
O=C(CCCl)OCc1ccc([N+](=O)[O-])o1	104	101	102	106	102	103	106	101
Cc1ccc(NC(=O)c2ccc(CN3CCN(C)CC3)c(C(F)(F)F)c2)cc1Oc1ccc(-c2[nH]nc3ncnc(N)c23)cc1	95	97	113	91	94	83	95	79
CCSc1nnc2c(/C=C/c3ccccc3O)nc3ccccc3n12	78	94	65	49	42	55	55	31
O=S1(=O)CCN(C2CCCC2)CC1	105	107	107	97	104	112	106	95
CSc1nncc(=O)[nH]1	101&95	105&120	115&98	110&105	102&104	120&99	115&107	89&101
O/N=C(/CSc1n[nH]c(-c2ccncc2)n1)c1ccccc1	104	105	114	105	103	99	107	108
NCC(=O)OCc1ccccc1	102	102	109	108	106	100	108	100
N/C(=N\c1nc2ccccc2s1)NC(=O)Nc1ccc(Cl)cc1	105	102	103	86	101	95	108	82
CC(=O)OC[C@H]1OC(O)C=C[C@@H]1OC(C)=O (stereo partly specified)	106	120	116	110	110	108	106	109
Cc1cc2nc3c4cc(Cl)ccc4n(CCN(C)C)c3nc2cc1C	22	31	33	27	19	4.3*	15	27
CCCCCC(O)C1C(=O)OC(C)C(O)/C=C/C=C/C=C/C=C\C=C(\C)C(O)CC(O)CC(O)CC(O)CC(O)CC(O)CC1O (stereo unspecified)	103&86	110&103	102&110	118&106	94	113	109&101	90&99
OC(c1cccs1)c1cccs1	105	112	108	105	102	99	113	97
CCCCOc1ccc(/C=N/Nc2cc(C)nc3ccc(Br)cc23)cc1	100	91	-53*	44	-50*	10	16	53
COc1ccc(/C=C/[C@H]2O[C@@H](C)[C@H](O)[C@@H]2O)c(OC)c1	105	/	127	/	108	92	120	106

(listing goes on)
SMILES	OVCAR-5	SK-OV-3	OVCAR-3	OVCAR-4	OVCAR-8	IGROV1	DU-145	PC-3
COc1c(Cl)ccc2c(-c3nc4cc(Cl)c(F)cc4s3)cc(=O)oc12	97	104	75	/	63	-60*	97	84
CCN(CC)Cc1cc([N+](=O)[O-])ccc1O	107	101	111	109	99	106	118	99
COc1nc2ccc(OCc3ccccc3)cc2cc1-c1nc2c(cnn2-c2ccccc2)c(=O)[nH]1	100	100	118	108	97	99	105	97
OCC(O)C(O)C(O)C(O)/C=N/O (stereo unspecified)	109	87	113	104	98	107	108	73
CCOC(=O)c1ncc(-c2ccc(C(F)(F)F)cc2)c(N[C@@H]2C[C@H]3CC[C@@H]2C3)n1	105	104	104	108	95	99	112	86
C=CCc1c(N(C)c2ccccc2)ncnc1-n1c(C)nc2ccccc21	104	96	101	95	92	/	108	64
CC(=O)CCN(Cc1ccccc1)Cc1ccccc1	98	95	110	139	98	105	133	114
Cn1c(=S)c2[nH]c(SCCN)nc2n(C)c1=O	105	114	122	104	108	122	114	95
O=C1C(Cl)=C(Cl)C(Cl)(Cl)C(Cl)C1(Cl)Cl (stereo unspecified)	102	103	112	/	106	91	114	101
Cc1nc2ccc(Cl)cc2n1C	103	/	109	114	101	106	115	101
C=C(C)C(N)=O	100&97	86&111	107&107	112&108	100&98	103&120	108&106	83&103
Cc1nc2ncccc2nc1Nc1ccc(S(=O)(=O)Nc2ccccn2)cc1	103	89	/	102	94	73	105	88
O=C1CSC(=Nc2ccccc2)N1C1=CSC2=N/C(=C\c3ccc(Cl)cc3)C(=O)N12	107	95	108	106	98	106	109	92
O=c1oc(C(F)(F)F)nc2ccc(Cl)cc12	102	128	/	105	106	97	113	102
CC(C)NCCCNc1ccnc2cc(Cl)ccc12	104	111	96	100	97	90	99	103
CC1(C)CC(=O)c2c(nn(-c3ccccc3)c2-c2cn(-c3ccccc3)nc2-c2ccc(N)cc2)C1	112	99	85	89	79	76	108	54
CC(=O)CC(=O)Nc1cccnc1	98	102	113	95	99	102	113	93
OC(COc1cccc2ccccc12)CN1CCCCC1 (stereo unspecified)	103	/	99	96	104	119	116	80
O=C(CSc1nccc(=O)[nH]1)Nc1ccc(-c2nc3ccccc3[nH]2)cc1	109	103	123	112	103	102	106	93
Cc1c/c(=N\NC(=O)Nc2ccccc2Cl)oc2cc(O)ccc12	96	94	115	115	95	101	108	91
Cc1ccc(-c2cc(-c3cccn3C)[nH]c(=O)c2C#N)cc1	102	/	111	101	100	105	103	96
Cc1ccc(N2NC(C(=O)N(C)C)=NCC2=O)cc1	99	125	122	103	103	101	106	99
c1ccc(-c2nc3sc(-c4ccccc4)cn3n2)cc1	122	94	83	76	/	56	84	63
O=c1[nH]c2ccccc2cc1CSc1ccc(Nc2nccc(-c3ccc4ccccc4c3)n2)cc1	63	116	13	-14*	-28*	74	26	1.1*
O=C1Nc2ccccc2/C1=N/N1C(=O)CNC1=S	94	95	89	98	97	90	103	99
CCOP(=O)(OCC)/C(C#N)=C/c1ccc([N+](=O)[O-])cc1	90	94	113	100	96	100	111	92
Nc1nc(N=Nc2ccc(O)cc2)cc(=O)[nH]1	104	104	125	/	97	109	116	104
N#Cc1c(Cl)nc(SCc2ccc([N+](=O)[O-])cc2)nc1-c1ccc(F)cc1	95	93	98	85	96	103	82	65
C=C(CN=[N+]=[N-])[C@@H]1CC[C@]2(C)[C@H](CC[C@@H]3[C@H]4[C@H]5OC(=O)[C@@]4(CCC5(C)C)CC[C@]32C)[C@@]1(C)CCC#N	98[100 µM]	75[100 µM]	83[100 µM]	/	92[100 µM]	106[100 µM]	98[100 µM]	45[100 µM]
OCNc1ccc(-n2cnc3cc(-c4ccc(O)cc4)ccc32)cc1C(F)(F)F	34	55	16	55	16	44	29	46

Filtered by structure: those above containing an aryl methoxy group.
SMILES	OVCAR-5	SK-OV-3	OVCAR-3	OVCAR-4	OVCAR-8	IGROV1	DU-145	PC-3
COc1cccc2cc(C(=O)CSc3nnnn3-c3ccccc3)c(=O)oc12	107	108	110	123	94	101	114	93
COc1ccc(/C=C/C(=O)Nc2ccccc2C(=O)N2CCCC2)cc1OC	114	83	112	113	77	102	111	96
COc1ccc(-c2cc(N)n(-c3nc4ccccc4[nH]3)n2)cc1	102	83	104	83	104	94	94	96
COc1cc(NC(=O)c2nc(-c3ccccc3)n(-c3cccc4ccccc34)n2)cc(OC)c1OC	94	85	70	66	92	69	99	57
CCOC(=O)CC1CSC(N/N=C/c2cc(OC)c(OC)c(OC)c2)=N1 (stereo unspecified)	104	107	107	103	97	104	104	92
CCOC(=O)n1cc(-c2nonc2-c2cn(C(=O)OCC)c3ccc(OC)cc23)c2cc(Br)ccc21	74	90	91	87	91	86	96	72
COc1cccc(-c2nc(Nc3ccc(C)c(S(N)(=O)=O)c3)c3ccccc3n2)c1	91	117	47	49	40	62	49	31
COc1ccc(CCC(N)c2ccc(OC)cc2)cc1 (stereo unspecified)	92	94	99	102	99	91	100	81
COc1ccc(/C=C/[C@H]2O[C@@H](C)[C@H](O)[C@@H]2O)c(OC)c1	105	/	127	/	108	92	120	106
COc1c(Cl)ccc2c(-c3nc4cc(Cl)c(F)cc4s3)cc(=O)oc12	97	104	75	/	63	-60*	97	84
COc1nc2ccc(OCc3ccccc3)cc2cc1-c1nc2c(cnn2-c2ccccc2)c(=O)[nH]1	100	100	118	108	97	99	105	97
